KCNQ1 block: inhibitors of human KCNQ1 potassium channel; CHO-K1 KCNQ1, FluxOR thallium flux fluorescence; active compounds read high; B-score at 10 µM; actives 1.3% (n = 310,000);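 active = compounds whose thallium flux B-score, printed positive for inhibition, exceeds three library SD while starting fluorescence stays within three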;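 note: channel opened by potassium depolarization with thallium stimulus after 20 min compound exposure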
RGS4 block: inhibitors of human RGS4. HEK293 M3R/RGS4 inducible, Fluo-4 calcium flux; active compounds read high; triggered by carbachol at its EC20. B-score at 10 µM. actives 0.45% (n = 310,000). AID 463165;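 active = B-score, a plate-corrected calcium signal, over three deviations above library mean, with baseline fluorescence within five deviations of library mean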;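 note: RGS4 expression induced by doxycycline in cells with stable M3 receptor; B-score is computed from the integrated fluorescence ratio over baseline after carbachol; higher B-score means a larger calcium signal and so more RGS4 inhibition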
KCNQ1 act: human KCNQ1 channel potentiation or activation | P51787 | CHO-K1 KCNQ1, thallium flux FluxOR fluorescence; active compounds read high | actives 0.35% (n = 310,000) | B-score at 10 µM;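 active = fluorescence ratio B-score, a plate-corrected score, at least three library SD, with initial intensity B-score within 5 SD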
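Test system: CHO-K1 cells stably expressing KCNQ1 / Medium: assay buffer / Also added: depolarizing K+/Tl+ stimulus, K2SO4 and Tl2SO4 each 12.5 mM in 5x stock / Incubation: 90 min dye loading and 20 min compound exposure, both at room temperature / Signal: thallium influx via FluxOR fluorescence, kinetic imaging / Evaluation: B score of baseline-normalized fluorescence ratio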
KCNK9 inh: blocks the human KCNK9 two-pore domain potassium channel; B-score at 10 µM; HEK293 KCNK9, FluxOR thallium flux fluorescence; active compounds read low; actives 1.2% (n = 310,000); AID 488922;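 active = ratio B-score over 3 SD below the library mean, with starting fluorescence within 5 SD of its mean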;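 note: negative B-score means less thallium flux so channel inhibition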
MrgX1 ag: activates human MrgX1 receptor signaling; Q96LB2; MrgX1-HEK293 cells, Fluo-4 calcium fluorescence, agonist mode; active compounds read high; B-score at 10 µM; actives 0.44% (n = 310,000); AID 588627;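 active = calcium response B-score plate-corrected fluorescence ratio at least 3 library SD, with starting fluorescence B-score inside 5 SD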
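Test system: HEK293 cells stably expressing human MrgX1 receptor; amount: 15,000 cells per well; doses: compound delivered in addition one of three; times: overnight plating before 1 h dye loading; detection: Fluo-4 NW calcium-flux fluorescence, kinetic read; read-out basis: B-scored fluorescence response ratio; controls: positive and negative controls per plate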
KCNK3 inh: human KCNK3 channel inhibition, primary screen | O14649 | CHO-KCNK3 thallium flux, FluxOR fluorescence; active compounds read low | B-score at 10 µM | actives 0.84% (n = 340,000) | AID 602410;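 active = B-score under library mean minus 4 SD, starting fluorescence ratio at most library mean plus 5 SD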;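 note: more negative B-score means stronger inhibition of thallium flux through KCNK3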
ANO1 block: inhibitors of mouse TMEM16A calcium-activated chloride channel; Q8BHY3; HEK293 TMEM16A/YFP iodide influx fluorescence, ionomycin; normalized B-score (activity score, 25-100; higher = stronger inhibition) at 10 µM; actives 1.2% (n = 310,000); AID 588511;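 active = ratio plate-corrected score three or more library SD toward inhibition, starting fluorescence score within five deviations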;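 note: score derived from kinetic fluorescence span divided by baseline fluorescence per well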
RGS4 act: potentiators or activators of RGS4; HEK293 M3R/inducible RGS4, carbachol calcium flux Fluo4; active compounds read low; B-score at 10 µM; actives 0.92% (n = 310,000); AID 463111;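 active = B-score of the integrated calcium signal more than 4 SD below the library mean, with starting fluorescence not abnormally high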;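 note: negative B-score means reduced calcium response which marks RGS4 activation or potentiation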
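System: HEK293 FlpIn-TREx cells, stable M3R, doxycycline-inducible RGS4. Timing: overnight RGS4 induction, 30 min dye load 37 °C, 20 min compound RT. Also added: carbachol, ECmax concentration. Measured by: Fluo4 fluorescence kinetic imaging of calcium. Evaluation: integrated calcium ratio converted to B score.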
hERG rescue: compounds protecting human hERG from proarrhythmic drug block | CHO-hERG, FluxOR thallium flux, dofetilide IC70 present | activation (rescue from dofetilide block), less the hit threshold, % at 10 µM | actives 0.51% (n = 310,000);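 active = activation above the mean of controls blocked by dofetilide plus 5 SD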;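 note: thallium influx through hERG after potassium depolarization seen as dye fluorescence rise; in these data hits start at about 4.7%; inactives centre near -7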
Target sequence (Q12809 whole entry, looked up): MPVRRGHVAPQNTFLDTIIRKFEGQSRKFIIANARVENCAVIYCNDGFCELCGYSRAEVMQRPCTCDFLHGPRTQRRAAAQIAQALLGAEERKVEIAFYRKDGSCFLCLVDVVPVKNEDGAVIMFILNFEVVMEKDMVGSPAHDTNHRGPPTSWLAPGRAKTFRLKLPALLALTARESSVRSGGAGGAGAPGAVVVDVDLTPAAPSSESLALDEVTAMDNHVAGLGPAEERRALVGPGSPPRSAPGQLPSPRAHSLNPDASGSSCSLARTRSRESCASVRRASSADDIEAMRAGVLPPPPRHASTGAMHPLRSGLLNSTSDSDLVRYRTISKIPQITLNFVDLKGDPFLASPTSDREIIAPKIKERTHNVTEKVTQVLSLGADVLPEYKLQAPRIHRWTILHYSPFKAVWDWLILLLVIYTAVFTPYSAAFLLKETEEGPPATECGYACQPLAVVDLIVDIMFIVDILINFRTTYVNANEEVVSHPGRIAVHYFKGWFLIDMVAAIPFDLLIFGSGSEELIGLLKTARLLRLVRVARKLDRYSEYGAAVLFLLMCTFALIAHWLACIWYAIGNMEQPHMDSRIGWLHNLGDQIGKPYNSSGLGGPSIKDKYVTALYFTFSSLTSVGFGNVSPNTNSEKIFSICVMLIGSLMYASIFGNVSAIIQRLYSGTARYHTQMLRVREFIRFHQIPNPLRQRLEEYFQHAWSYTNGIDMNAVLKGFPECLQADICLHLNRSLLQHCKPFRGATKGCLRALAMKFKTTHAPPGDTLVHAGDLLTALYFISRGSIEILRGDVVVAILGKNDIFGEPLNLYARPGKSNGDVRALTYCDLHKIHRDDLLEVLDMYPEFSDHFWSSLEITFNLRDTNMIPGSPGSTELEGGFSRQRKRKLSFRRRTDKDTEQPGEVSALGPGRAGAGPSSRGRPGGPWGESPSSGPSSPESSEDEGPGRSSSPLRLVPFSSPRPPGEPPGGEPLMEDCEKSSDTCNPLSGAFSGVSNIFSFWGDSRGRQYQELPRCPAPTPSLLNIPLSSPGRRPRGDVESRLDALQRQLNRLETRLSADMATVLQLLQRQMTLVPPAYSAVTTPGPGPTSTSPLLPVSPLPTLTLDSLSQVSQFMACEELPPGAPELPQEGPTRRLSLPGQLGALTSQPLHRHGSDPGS
TMEM16A act: activates or potentiates the mouse TMEM16A chloride channel; actives 0.3% (n = 340,000); AID 623877; HEK293 TMEM16A/YFP-H148Q/I152L, iodide quench fluorescence; active compounds read low; B-score at 10 µM;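 active = fluorescence-ratio B-score plate-corrected deviation score at least 3 library SD below zero, with starting fluorescence score within 5 deviations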;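 note: channel opened by trigger with iodide after compound preincubation; score built on the fluorescence ratio of max minus min over baseline; more negative score means more quench and so TMEM16A activation or potentiation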
MrgX1 PAM: allosterically activates human MrgX1 receptor signaling. Q96LB2. MrgX1-HEK293, Fluo-4 calcium flux, FDSS; active compounds read high. B-score at 10 µM. actives 0.63% (n = 310,000). AID 588675;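 active = plate-corrected calcium response at least 3 library SD above typical, normal starting fluorescence, not activating the receptor alone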;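 note: compound read alongside a low EC10 to EC30 dose of BAM8-22 agonist; peak minus trough fluorescence over baseline measured at the second addition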
Starred values were filed as active, the others as inactive; i = inactive.

[1] COc1ccc(/C=N/Nc2nc3ccccc3[nH]2)c(OC)c1OC
[2] CC1CCN(Cc2c(C(=O)N/N=C/c3cccc(C(F)(F)F)c3)nnn2-c2nonc2N)CC1
[3] CC1CN(C(=O)COC(=O)c2ccc(S(=O)(=O)N(C)C)cc2)CC(C)O1 (configuration not stated)
[4] CN(C)c1ccc(C(C(=O)NC2CCCCC2)N(Cc2ccco2)C(=O)c2snc(C(N)=O)c2N)cc1 (configuration not stated)
[5] Cc1c(C)c2c(OCC(=O)N[C@@H](CC(C)C)C(=O)O)cc3c(c2oc1=O)CCC(C)(C)O3
[6] CCOC(=O)Cn1cnc2c(nnn2-c2ccc(OC)cc2)c1=O
[7] O=C(COC(=O)c1ccccn1)NNC(=O)c1ccc([N+](=O)[O-])cc1
[8] CC(NC(=O)CCC(=O)NCc1ccc(F)cc1)c1ccccc1 (configuration not stated)

compound no.	1	2	3	4	5	6	7	8
KCNQ1 block	i	i	i	i	i	i	i	i
RGS4 block	i	i	i	i	i	i	i	i
KCNQ1 act	i	i	i	i	i	i	i	i
KCNK9 inh	i	i	i	i	i	i	i	i
MrgX1 ag	i	i	i	i	i	i	i	i
KCNK3 inh	i	i	i	i	i	i	i	i
ANO1 block	i	i	i	i	i	i	i	i
RGS4 act	i	i	i	i	i	i	i	i
hERG rescue	-11	-5	-3	-8	-4	-7	-10	-12
TMEM16A act	i	i	i	i	i	i	i	i
MrgX1 PAM	i	i	i	i	i	i	i	i

[9] Cn1cc(C(=O)C(=O)N2CCc3ccccc32)c2ccccc21
[10] O=C(O)CSc1nnc(CNc2ccccc2Cl)n1-c1ccccc1
[11] COCCn1c(SCC(=O)NCCc2ccccc2)nc2c([nH]c3ccccc32)c1=O
[12] O=C(Nc1nncs1)C12CC3CC(CC(Cl)(C3)C1)C2
[13] C/C(=N\OC(=O)c1c(-c2ccccc2Cl)noc1C)c1ccncc1
[14] CC1(C)CC(=O)C=C(NCCN2CCN(C(=S)NC3CCCCC3)CC2)C1
[15] CCCc1nc2ccccc2c(=O)n1CC(=O)c1ccc(OC)cc1
[16] CCOc1ccccc1NC(=O)CCNC(=O)Cn1ccc2ccccc2c1=O

compound no.	9	10	11	12	13	14	15	16
KCNQ1 block	i	i	i	i	i	i	i	i
RGS4 block	i	i	i	i	i	i	i	i
KCNQ1 act	i	i	i	i	i	i	i	i
KCNK9 inh	i	i	i	i	i	i	i	i
MrgX1 ag	i	i	i	i	i	i	i	i
KCNK3 inh	i	i	i	i	i	i	i	i
ANO1 block	i	i	i	i	i	i	i	i
RGS4 act	i	i	i	i	i	i	i	i
hERG rescue	-6	-12	-5	-3	-17	-5	-5	-4
TMEM16A act	i	i	i	i	i	i	i	i
MrgX1 PAM	i	i	i	i	i	i	i	i

[17] CCCCCn1nc(C)c2c(C)cc(=O)[nH]c21
[18] COc1ccc(OC)c(NC2=C(Cl)C(=O)N(Cc3ccccc3)C2=O)c1
[19] CC(C)Cc1cc(C(=O)N2CCN(c3ccc(F)cc3)CC2)no1
[20] CN1CCc2c(sc(NC(=O)c3ccc(S(=O)(=O)N4CCOCC4)cc3)c2C(N)=O)C1
[21] Cc1ccccc1N=C(NO)c1cccnc1
[22] CCc1cccc(NC(=O)C2CCCC2)c1
[23] O=[N+]([O-])c1cccc(-c2nnn(C34CC5CC(CC(C5)C3)C4)n2)c1

compound no.	17	18	19	20	21	22	23
KCNQ1 block	i	i	i	i	i	i	i
RGS4 block	i	i	i	i	i	i	i
KCNQ1 act	i	i	i	i	i	i	i
KCNK9 inh	i	i	i	i	i	i	i
MrgX1 ag	i	i	i	i	i	i	i
KCNK3 inh	i	i	i	i	i	i	i
ANO1 block	i	i	i	i	i	i	i
RGS4 act	i	i	i	i	i	i	i
hERG rescue	-2	-11	-5	-13	-1	-13	-10
TMEM16A act	i	i	i	i	i	i	i
MrgX1 PAM	i	i	i	i	i	i	i

Taken from above (14 entries):
[10] O=C(O)CSc1nnc(CNc2ccccc2Cl)n1-c1ccccc1
[11] COCCn1c(SCC(=O)NCCc2ccccc2)nc2c([nH]c3ccccc32)c1=O
[12] O=C(Nc1nncs1)C12CC3CC(CC(Cl)(C3)C1)C2
[13] C/C(=N\OC(=O)c1c(-c2ccccc2Cl)noc1C)c1ccncc1
[14] CC1(C)CC(=O)C=C(NCCN2CCN(C(=S)NC3CCCCC3)CC2)C1
[15] CCCc1nc2ccccc2c(=O)n1CC(=O)c1ccc(OC)cc1
[16] CCOc1ccccc1NC(=O)CCNC(=O)Cn1ccc2ccccc2c1=O
[17] CCCCCn1nc(C)c2c(C)cc(=O)[nH]c21
[18] COc1ccc(OC)c(NC2=C(Cl)C(=O)N(Cc3ccccc3)C2=O)c1
[19] CC(C)Cc1cc(C(=O)N2CCN(c3ccc(F)cc3)CC2)no1

compound no.	10	11	12	13	14	15	16	17	18	19
KCNQ1 block	i	i	i	i	i	i	i	i	i	i
RGS4 block	i	i	i	i	i	i	i	i	i	i
KCNQ1 act	i	i	i	i	i	i	i	i	i	i
KCNK9 inh	i	i	i	i	i	i	i	i	i	i
MrgX1 ag	i	i	i	i	i	i	i	i	i	i
KCNK3 inh	i	i	i	i	i	i	i	i	i	i
ANO1 block	i	i	i	i	i	i	i	i	i	i
RGS4 act	i	i	i	i	i	i	i	i	i	i
hERG rescue	-12	-5	-3	-17	-5	-5	-4	-2	-11	-5
TMEM16A act	i	i	i	i	i	i	i	i	i	i
MrgX1 PAM	i	i	i	i	i	i	i	i	i	i

[20] CN1CCc2c(sc(NC(=O)c3ccc(S(=O)(=O)N4CCOCC4)cc3)c2C(N)=O)C1
[21] Cc1ccccc1N=C(NO)c1cccnc1
[22] CCc1cccc(NC(=O)C2CCCC2)c1
[23] O=[N+]([O-])c1cccc(-c2nnn(C34CC5CC(CC(C5)C3)C4)n2)c1

compound no.	20	21	22	23
KCNQ1 block	i	i	i	i
RGS4 block	i	i	i	i
KCNQ1 act	i	i	i	i
KCNK9 inh	i	i	i	i
MrgX1 ag	i	i	i	i
KCNK3 inh	i	i	i	i
ANO1 block	i	i	i	i
RGS4 act	i	i	i	i
hERG rescue	-13	-1	-13	-10
TMEM16A act	i	i	i	i
MrgX1 PAM	i	i	i	i

Source: PubChem
